PGK inhibitor: blocks T. brucei phosphoglycerate kinase | PGK/GAPDH coupled, Kinase-Glo luminescence, 60 min | Potency, µM (titrated, usually from 57.5 µM), without a hit: at the top dose activity change, negative = inhibition, hits mostly inhibitors | 0.043% of 380,000 active | AID 602233; also: % is scaled to controls: 0 for no effect and ±100 for the full control effect; nearly all actives have a fitted effect of over 60% in size
Target sequence (P07378 whole entry, looked up): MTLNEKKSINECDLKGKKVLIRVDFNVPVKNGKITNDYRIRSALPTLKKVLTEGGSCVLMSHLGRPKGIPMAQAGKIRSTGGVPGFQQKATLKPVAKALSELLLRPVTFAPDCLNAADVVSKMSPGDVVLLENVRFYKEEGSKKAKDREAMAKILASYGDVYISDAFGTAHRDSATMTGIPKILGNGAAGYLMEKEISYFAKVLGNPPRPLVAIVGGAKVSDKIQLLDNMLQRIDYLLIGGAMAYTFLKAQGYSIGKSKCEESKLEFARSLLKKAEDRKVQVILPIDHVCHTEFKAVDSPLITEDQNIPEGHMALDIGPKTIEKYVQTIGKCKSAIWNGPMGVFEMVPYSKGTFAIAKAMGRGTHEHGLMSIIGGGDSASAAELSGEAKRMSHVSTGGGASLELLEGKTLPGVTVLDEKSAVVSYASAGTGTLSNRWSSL
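Luminescent ATP detection (Kinase-Glo Plus) follows a 60-minute room-temperature incubation, with wells lacking PGK as controls. Buffer: 100 mM TEA (pH 7.6), 5 mM MgCl2, 0.01% Tween-20. Coupling enzyme GAPDH (100 nM final) supplies unstable 1,3-BPG in-well.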
rTrxR1 inhibitor: inhibitors of rat thioredoxin reductase 1; Potency, µM (titrated, usually from 114 µM), for the others: at the highest dose activity change, negative = inhibition, usual class: inhibitors; AID 588453; O89049; 1% of 390,000 active; recombinant rTrxR1, NADPH fluorescence consumption, selenite substrate; also: % is scaled to controls: 0 for no effect and ±100 for the full control effect; nearly all actives have a fitted effect of over 65% in size
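Rat TrxR1 (90 nM in the dispensed reagent) was pre-reduced with 400 uM NADPH for 5 min at room temperature, then incubated with compound for 15 min. After 400 uM selenite was added, NADPH fluorescence (Ex 340/Em 450 nm) was followed for 8 min.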
12-LOX inh: ALOX12 (human) lipoxygenase inhibition; AID 1671190; 1.1% of 580,000 active; purified 12hLO, xylenol orange hydroperoxide absorbance; Potency, µM (top dose mostly 108 µM), for inactives: at the highest dose activity change, negative = inhibition, most hits filed as inhibitors; also: % is scaled to controls: 0 for no effect and ±100 for the full control effect
Target sequence (P18054 whole entry, looked up): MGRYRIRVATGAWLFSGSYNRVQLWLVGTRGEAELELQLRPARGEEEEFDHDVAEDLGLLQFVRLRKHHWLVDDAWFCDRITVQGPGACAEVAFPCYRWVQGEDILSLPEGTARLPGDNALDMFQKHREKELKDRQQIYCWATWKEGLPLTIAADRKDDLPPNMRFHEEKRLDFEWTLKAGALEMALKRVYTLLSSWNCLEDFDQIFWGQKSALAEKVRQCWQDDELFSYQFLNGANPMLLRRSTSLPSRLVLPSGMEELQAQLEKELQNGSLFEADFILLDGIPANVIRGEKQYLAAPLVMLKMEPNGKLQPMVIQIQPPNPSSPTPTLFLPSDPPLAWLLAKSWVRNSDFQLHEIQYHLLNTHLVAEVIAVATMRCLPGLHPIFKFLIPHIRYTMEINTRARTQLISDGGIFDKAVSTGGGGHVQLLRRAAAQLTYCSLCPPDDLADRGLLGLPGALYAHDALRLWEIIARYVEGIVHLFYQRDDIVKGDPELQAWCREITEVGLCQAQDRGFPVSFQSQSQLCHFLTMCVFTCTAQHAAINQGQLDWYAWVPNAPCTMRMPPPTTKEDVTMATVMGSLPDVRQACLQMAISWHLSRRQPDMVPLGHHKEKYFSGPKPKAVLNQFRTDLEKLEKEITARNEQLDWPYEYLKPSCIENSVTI
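Purified human 12hLO (150 nM final) in 25 mM Hepes, 0.01% Triton X-100, pH 7.0 was preincubated 15 min at room temperature with compound. Then 40 uM arachidonic acid was added, 30 min. Hydroperoxide was read by Fe-XO absorbance ratio 573/405 nm.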
JMJD2A Tudor inh: inhibitors of human JMJD2A Tudor domain | AID 504339 | Potency, µM (titrated, usually from 114 µM), without a hit: at the top dose activity change, negative = inhibition, most hits filed as inhibitors | AlphaScreen JMJD2A-Tudor / H3K4me3 peptide binding | 4.4% of 390,000 active; also: % is scaled to controls: 0 for no effect and ±100 for the full control effect; nearly all actives have a fitted effect of over 50% in size
ERG-DNA inh: inhibitors of human ERG Ets domain-DNA interaction | fluorescence polarization, His-ERG Ets domain / labelled DNA | Potency, µM (highest dose often 76.9 µM), for inactives: top-dose FP activity, negative = inhibition, most hits filed as inhibitors | 0.028% of 370,000 active; active = well fitted inhibition curve with a large enough effect in the polarisation, with a control signal flat; inconclusive = small, poorly fitted or top-dose-only effect, or effect the other way, or a change in a side signal; inactive = no such curve, though single readings can be large or run the other way; the % refers to the polarisation;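 also: polarization taken with two DNA probes labelled with fluorescein and Texas red; % of control where 0% means no effect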
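His-tagged ERG Ets domain (1 uM in the protein solution; 300mM KCl, 50mM Tris-HCl, 1mM EDTA, 1mM DTT, pH 7.5) received compound, then a probe mix of 5 nM fluorescein-DNA and 100nM Texas-615-DNA. Fluorescence polarization was read for both dyes.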
Pin1 inh: inhibitors of human Pin1. Q13526. Pin1 FP peptide displacement, HiFluor488, 10 min. Potency, µM (titrated, usually from 115 µM), for the others: top-dose activity, negative = inhibition, usual class: inhibitors. 0.009% of 390,000 active. AID 504891; active = well fitted inhibition curve with a large enough effect in the polarisation, with a control signal flat, not every such curve was filed as active; inconclusive = small, poorly fitted or top-dose-only effect, or effect the other way, or a change in a side signal; inactive = no such curve, though single readings can be large or run the other way; the % refers to the polarisation; also: % is scaled to controls: 0 for no effect and ±100 for the full control effect
GLS inh: glutaminase GLS (human) inhibition; O94925; AID 624170; 0.21% of 410,000 active; GLS enzymatic activity, qHTS titration; Potency, µM (series often up to 45.5 µM), without a hit: top-dose activity change, negative = inhibition, usual class: inhibitors; also: % is scaled to controls: 0 for no effect and ±100 for the full control effect
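hKGA; 45 mM KH2PO4 pH 8.2 + 0.02% Tween-20; cpd via pin tool; 1 mM Gln soln; GluOx/HRP/Amplex Red; RT 30 min; fluor. t0 & final.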
HP1b chromo inh: HP1-beta chromodomain-methylated histone interaction inhibition; P83916; AlphaScreen HP1-beta / biotin-H3K9me3 peptide binding; Potency, µM (titrated, usually from 114 µM), without a hit: top-dose activity change, negative = inhibition, most hits filed as inhibitors; 0.56% of 390,000 active; AID 540317; also: nearly all actives have a fitted effect of over 70% in size; inactives centre near 23
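Compound inhibition of the preformed complex between 50 nM HP1-beta and 50 nM biotinylated H3K9me3 peptide was read by AlphaScreen. Buffer was PBS pH 7.4 with 0.01% Tween-20. Incubations ran 30 min at room temperature, with 10 ug/mL donor/acceptor beads.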
RGS4 inhibitor: human RGS4 inhibition; Transcreener GDP fluorescence polarization, RGS4-accelerated GTP hydrolysis; P49798; Potency, µM (highest dose often 114 µM), for inactives: top-dose activity change, negative = inhibition, actives largely listed as inhibitors; 0.039% of 390,000 active; AID 504845; also: % is scaled to controls: 0 for no effect and ±100 for the full control effect; nearly all actives have a fitted effect of over 75% in size; some results filed as inactive show a strong effect at the top dose
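MLSMR compounds (23 nl, pin-transferred) preincubated 10 min at room temperature with a 500nM (2x) first reagent, then RGS4 at 900nM (2x) plus Transcreener GDP mix added; fluorescence polarization (620/688 nm) read before and after 90 min at 30 °C.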
* = called active by the depositor; i = inactive; ? = inconclusive; . = not tested or not shown; & = joins results of further samples; [ ] = another dose, or the depositor's remark. Unless noted, calls follow the shape of the dose curve; as a rule, active = well fitted curve in the direction sought with a large enough effect; inconclusive = small, poorly fitted or top-dose-only effect, or another doubt; inactive = no such curve, though single readings can be large; an effect the other way counts as inactive or inconclusive. Potency is read from the fitted curve at half-maximal effect.

SMILES	PGK inhibitor	rTrxR1 inhibitor	12-LOX inh	JMJD2A Tudor inh	ERG-DNA inh	Pin1 inh	GLS inh	HP1b chromo inh	RGS4 inhibitor
CC(C)CC(=O)NC(=S)Nc1ccc(N2CCCC2)c(Cl)c1	7%	-26%[57.1 µM]	?	-21%	-8%	3%	1%	10%	18%
COc1cc(OC)cc(C(=O)N2CCN(C(=O)c3ccc(OC)c(OC)c3)CC2)c1	-9%	-15%	4%	-11%	2%	-6%	-3%	44%	-20%
O=C(NC1=NCCS1)c1csc2ccccc12	-5%	52%[activator][57.1 µM]	8%	-16%	10%	-5%	-2%	26%	-46%
Cc1ccc(Nc2nc(=O)[nH]nc2C)cc1	-3%	28%	17%	-4%	-4%	-3%	14%	1%	39%
O=C(C1CCC(=O)N(C2CC2)C1)N1CCC(Oc2cccc(F)c2)CC1 (centres undefined)	-5%	22%	42%[activator]	-9%	11%	3%	9%	15%	32%
CCCOc1ccccc1NS(=O)(=O)c1ccc2[nH]c(=O)[nH]c2c1	-8%	4%[57.1 µM]	-5%	-19%	-7%	1%	5%	18%	-27%
C=CCCN(C(C)C(=O)OC)S(=O)(=O)c1ccccc1Br (centres undefined)	.	-4%	.	2%	.	38%[activator]	.	61%[activator]	8%
O=C(COc1ccccc1F)Nc1c2c(nn1-c1ccccc1)CS(=O)(=O)C2	-12%	-8%	-6%	-9%	0%	0%	7%	30%	0%
CCN(CC)CCNC(=O)C1(O)c2cc(Br)ccc2NC(=O)N1c1ccccc1 (centres undefined)	1%	4%	8%	-10%	-3%	5%	15%	25%	39%
Cc1cccc(NC(=O)c2cc(=O)c3ccccc3o2)n1	4%	-5%	2%	2%	-6%	7%	-4%	11%	13%
O=C(O)C1C2C=CC(C2)C1C(=O)N1CCc2ccccc21 (centres undefined)	i	16%[57.1 µM]	54%[activator]	-16%	-2%	-3%	17%	20%	-3%
CC1CC(C)CN(C(=O)C2CCC(CNc3c(N4CCCCC4)c(=O)c3=O)CC2)C1 (centres undefined)	i	5%	1%	-13%	4%	-1%	21%	19%	33%
CCC(c1nnc(SCC(=O)N(C)c2ccccc2)n1Cc1ccccc1)N(C)C (centres undefined)	i	-5%	7%	-11%	-11%	6%	1%	9%	-10%
O=C(CC1SC(N2CCCCC2)=NC1=O)Nc1cccc(C(=O)NCc2ccccc2)c1 (centres undefined)	i	10%[57.1 µM]	-20%	-19%	-3%	1%	-1%	16%	10%
CCCN(C(=O)CSc1n[nH]c(-c2ccc(OC)cc2)n1)c1c(N)n(Cc2ccccc2)c(=O)[nH]c1=O	i	3%	?	-14%	-8%	23%	-2%	22%	-17%
COC(=O)c1[nH]c2ccccc2c1NC(=O)C(C)N1CC(C)OC(C)C1 (centres undefined)	-2%	3%[57.1 µM]	?	-6%	15%	4%	0%	13%	11%
COc1cccc(C(=O)Nc2cc3c(cc2Br)OCCCO3)c1	i	4%	-12%	11%	3%	-2%	2%	68%[activator]	-17%
O=C(Nc1ccc(F)cc1F)c1ccc2c(c1)CCN2S(=O)(=O)c1ccc(Cl)cc1	i	28%	-18%	-13%	0%	5%	-6%	12%	21%
Nc1nc(NCCc2ccccc2)c2[nH]cnc2n1	.	19%&6%	.	-25%&-22%	.	1%&1%	.	66%&23%[activator]	-21%&-18%
CCCCN(Cc1ccccc1)C(=O)C1CCC(=O)N(CCc2ccccn2)C1 (centres undefined)	-9%	13%	35%[activator]	-6%	0%	-9%	-1%	37%	4%
O=C(N1CCOCC1)N1CCN(Cc2ccccc2)CC1	4%	10%	-1%	-4%	0%	6%	0%	27%	-5%
O=C(/C=C/c1cccc(OCc2ccccc2)c1)c1cccnc1	-2%	?	-6%	-27%	-7%	2%	-2%	35%	-40%
Cc1cc(NC(=O)COc2ccccc2C#N)no1	-5%	26%	180%[activator]	-12%	-3%	-3%	-1%	25%	6%
COc1ccc(Cl)cc1N1C(=O)CN(Cc2cc(OC)c(OC)c(OC)c2)C1=S	.	28%	?	?	5%	-6%	25%	?	?
O=C(COC(=O)CN1C(=O)C2CCCCC2C1=O)Nc1cc(S(=O)(=O)N2CCOCC2)ccc1Cl (centres undefined)	-1%	-15%	-9%	-17%	.	11%	1%	2%	-18%
CC(=C/C(=O)O)/C(=C\c1ccc(Br)o1)C(=O)O	i	-6%	-3%	-6%	-2%	-10%	15%	17%	-8%
COc1ccccc1C(=O)Nc1c(C(=O)N2CCN(C)CC2)oc2ccccc12	0%	22%	13%	-23%	4%	-6%	4%	14%[57 µM]	-9%
O=C(CCc1nnc(CCc2ccccc2)o1)NC(c1cccnc1)C(F)(F)F (centres undefined)	-3%	7%	12%	12%	-2%	0%	2%	31%	-27%
C=CCNC(=S)N/N=C/c1ccc(-c2cccc([N+](=O)[O-])c2)o1	0%	7%	-15%	6%	4%	-1%	9%	30%	8%
O=C(CN1CCCCC1)Nc1cccc(Br)c1	3%	0%	-12%	8%	-10%	2%	3%	13%	26%
CSc1ccc(CNc2ccc(C)c(C)c2)cc1	.	5%	8%	40µM*	.	-3%	-6%	?	-14%
COc1ccccc1CCNC(=O)C(=O)NCC1OCCCN1S(=O)(=O)c1ccc(F)cc1C (centres undefined)	9%	12%[57.1 µM]	5%	-17%	28%	?	-5%	37%	-28%
CCc1ccc(NC(=O)c2noc3c2CCC3)cc1	-22%	-19%	?	56µM*	2%	?	-15%	-16%	-22%
O=C(Nc1nc(-c2ccccc2)cs1)C1c2ccccc2Oc2ccccc21	-5%	-8%	1%	7%	-8%	12%	-7%	23%	-37%
CCNC(=S)NC1CC2CCC(C1)N2Cc1ccccc1 (centres undefined)	-2%[11.5 µM]	3%	23%	-10%	.	9%	2%	18%	18%
CC(=O)c1ccc(N2CCN(S(=O)(=O)c3c(C)[nH]c(C)c3C(=O)N3CCCCC3)CC2)cc1	-10%	6%	-5%	-26%	8%	-5%	1%	7%	43%[11.4 µM]
O=C(O)c1ccc(CNS(=O)(=O)c2ccc(Oc3ccccc3Cl)cc2)cc1	-4%	46%[11.4 µM]	-2%	-22%	-1%	-1%	0%	28%	22%
O=C(CCC(=O)N(CC(=O)NC1CCCC1)C1CCCC1)Nc1ccccn1	-6%	20%[57.1 µM]	82%[activator]	-8%	-2%	4%	-2%	15%	20%
CCOc1ccc(CNC(=O)c2cc3cc(S(=O)(=O)N4CCCCC4)ccc3n2C)cc1	-5%	25%[57.1 µM]	?	-2%	0%	37%[activator]	0%	29%[57 µM]	-13%
O=C(COc1ccccc1Cl)NCc1ccco1	-2%	-2%	0%	-6%	-13%	5%	14%	12%	-22%
O=C1C2C3c4ccccc4C(c4ccccc43)[C@@H]2C(=O)N1c1cccnc1 (some centres undefined)	-5%	-1%[57.1 µM]	2%	-6%	-8%	2%	1%	48%[activator]	4%
CCN(CC)CCN(Cc1cc2cc(C)cc(C)c2[nH]c1=O)C(=S)NCc1ccco1	i	-3%	25%	?	0%	1%	2%	-14%	-41%
COC(=O)c1c(NC(=O)CC2NCCNC2=O)sc2c1CCCC2 (centres undefined)	-6%	15%	0%	-13%	-1%	-1%	2%	21%	-14%
NC(=O)c1nsc(C(=O)N(Cc2ccco2)C(C(=O)NCC2CCCO2)c2ccc(O)cc2)c1N (centres undefined)	i	-16%	9%	-3%	6%	2%	-25%	17%	-2%
Cc1ccc(CN2CCC(CNC(=O)Nc3ccc(C)c(C)c3)C2)cc1 (centres undefined)	-10%	17%	?	-26%	9%	4%	2%	32%	-7%
Cc1cc(C)cc(NC(=S)NC(=O)C2CC2)c1	-9%	?	?	-11%	7%	-9%	-10%	25%	-27%
C/C(=N/NS(=O)(=O)c1cc(C)ccc1C)c1c[nH]c2ccccc12	i	-9%	-12%	-14%	-20%	-4%	-3%	16%	-17%
CN1CCN(S(=O)(=O)c2cccc(C(=O)N(Cc3nnc(-c4ccccc4Cl)o3)C3CC3)c2)CC1	i	-4%	9%	-25%	6%	-3%	3%	26%	4%
O=C(OCC(=O)N1CCC(Cc2ccccc2)CC1)c1ccc(CO)cc1	-4%	12%	456%[activator]	-8%	.	14%	1%	24%	-11%
COc1ccc(OC)c(NC(=O)CCCSc2ccccc2)c1	i	-7%	-5%	-6%	-3%	2%	-2%	43%[activator]	-23%
CCCN(CCC)S(=O)(=O)c1ccc(C(=O)NNc2nc(-c3ccccc3)c3cc(Br)ccc3n2)cc1	-3%	11%	0%	-23%	2%	-1%	0%	26%	2%
COc1cc([N+](=O)[O-])ccc1NC(=O)Nn1cnnc1	-1%	-16%	-19%	-12%	3%	3%	-9%	23%	17%

Quoted at random: 3 entries already listed, in no set order.
SMILES	PGK inhibitor	rTrxR1 inhibitor	12-LOX inh	JMJD2A Tudor inh	ERG-DNA inh	Pin1 inh	GLS inh	HP1b chromo inh	RGS4 inhibitor
CC(=O)c1ccc(N2CCN(S(=O)(=O)c3c(C)[nH]c(C)c3C(=O)N3CCCCC3)CC2)cc1	-10%	6%	-5%	-26%	8%	-5%	1%	7%	43%[11.4 µM]
O=C(CN1CCCCC1)Nc1cccc(Br)c1	3%	0%	-12%	8%	-10%	2%	3%	13%	26%
O=C(COC(=O)CN1C(=O)C2CCCCC2C1=O)Nc1cc(S(=O)(=O)N2CCOCC2)ccc1Cl (centres undefined)	-1%	-15%	-9%	-17%	.	11%	1%	2%	-18%

This is a subset. The share of hits here may be higher or lower than overall.
